# Source: PubChem
# DYRK1A inh: rat Dyrk1A kinase inhibitors, primary screen, biochemical, single point, plate reader; 310,000 tested, 0.43% active; Dual specificity tyrosine-phosphorylation-regulated kinase 1A (Rattus norvegicus), Q63470; ADP-Glo luminescence, NFATc1 peptide; inhibition, % at 12.5 µM; in the data active means inhibition above about 50%;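 further: plate controls were vehicle with enzyme for no effect and no enzyme for full effect; many of its hits are not listed in these tables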
# GSK3A inh: blockers of GSK3A enzyme activity – biochemical, luminescence, cell-free homogeneous, HTS, primary screen; AID 2650, 2010; inhibition, % at 10 µM; 320,000 tested, 0.1% active; Glycogen synthase kinase-3 alpha (Homo sapiens), P49840; GSK-3 alpha kinase, ADP-Glo luminescence, 60 min;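 in the data active means inhibition above about 50%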;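 further: GST-tagged GSK-3 alpha with peptide substrate and 25 µM ATP; 0% = DMSO neutral wells and 100% = GW8510 positive control wells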
# Target sequence (P49840 whole entry, looked up): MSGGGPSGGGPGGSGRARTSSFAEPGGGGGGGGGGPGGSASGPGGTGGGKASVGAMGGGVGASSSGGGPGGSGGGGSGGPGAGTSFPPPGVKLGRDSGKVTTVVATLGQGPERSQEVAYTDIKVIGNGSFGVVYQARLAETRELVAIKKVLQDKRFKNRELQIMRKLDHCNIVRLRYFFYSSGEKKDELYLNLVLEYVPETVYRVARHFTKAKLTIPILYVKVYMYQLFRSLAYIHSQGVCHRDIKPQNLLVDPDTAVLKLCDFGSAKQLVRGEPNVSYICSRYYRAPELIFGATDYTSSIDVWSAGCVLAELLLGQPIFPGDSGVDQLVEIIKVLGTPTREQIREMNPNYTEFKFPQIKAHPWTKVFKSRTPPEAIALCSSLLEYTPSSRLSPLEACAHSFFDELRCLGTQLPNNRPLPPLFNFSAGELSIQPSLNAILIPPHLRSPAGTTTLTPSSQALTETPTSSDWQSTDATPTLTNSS
# HSF1 inhib: HSF1 inhibitors in luciferase reporter cells, primary screen, cell-based, NIH3T3, luminescence. activity change, negative = inhibition, % at 7.5 µM (by protocol). NIH3T3-HGL HSE-luciferase, MG132-induced, luminescence 8 h; stronger effect = lower value. 300,000 tested, 0.77% active;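 active means more than half of replicate wells show activity change below -50%, luminescence cut by over half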;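 further: luciferase reports HSF-1 transcriptional activity via heat shock element; 0% = median of DMSO wells and -100% = zero luminescence signal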
# GSK3beta inhib: human GSK3beta kinase inhibitors, primary screen, biochemical, cell-free homogeneous, HTS; AID 2097, 2009; activity score (negative = inhibition), % at 10 µM; Glycogen synthase kinase-3 beta (Homo sapiens), P49841; GST-GSK3beta kinase, ADP-Glo luminescence, 60 min; stronger effect = lower value; 300,000 tested, 0.038% active;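 active means more than half of replicate wells score below -50%, meaning over 50% inhibition versus plate controls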;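 further: 0% = median DMSO wells and -100% = median GW8510 positive control wells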
# Target sequence (P49841 whole entry, looked up): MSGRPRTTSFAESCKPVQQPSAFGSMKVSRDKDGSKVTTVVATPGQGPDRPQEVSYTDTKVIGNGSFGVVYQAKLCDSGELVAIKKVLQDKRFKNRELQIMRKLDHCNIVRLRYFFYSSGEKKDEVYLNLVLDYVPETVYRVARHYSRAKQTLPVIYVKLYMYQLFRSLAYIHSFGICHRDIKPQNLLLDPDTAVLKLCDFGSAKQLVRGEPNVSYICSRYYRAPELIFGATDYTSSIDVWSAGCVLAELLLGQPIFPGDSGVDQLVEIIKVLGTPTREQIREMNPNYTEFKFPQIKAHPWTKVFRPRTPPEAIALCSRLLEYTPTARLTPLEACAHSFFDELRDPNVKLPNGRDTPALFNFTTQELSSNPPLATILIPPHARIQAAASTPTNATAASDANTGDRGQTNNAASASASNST
#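 Test system – GST-tagged human GSK3beta kinase, cell-free · Incubation – 60 min enzyme reaction, room temperature · Signal – ADP-Glo luminescence · Also added – peptide substrate and ATP at 25 µM · Controls – DMSO neutral wells and GW8510 at 20 µM as positive · Buffer or medium – Tris/MgCl2 kinase buffer · Measure – Luminescence-derived activity versus plate DMSO and GW8510 wells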
# HSP90 refold inh: HSP90 inhibitors, primary screen, cell lysate, luminescence; Rabbit reticulocyte lysate, luciferase refolding luminescence, 3 h; Heat shock protein HSP 90 (rabbit reticulocyte lysate; luciferase refolding); 290,000 tested, 0.91% active; inhibition, % at 5.6 µM;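 active means inhibition above the screen-wide mean plus 3 SD, computed separately per campaign, cut at about 16% in these data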;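 further: 0% = DMSO wells and 100% = 60 µM geldanamycin wells; inhibitors lower the luminescence because luciferase stays unfolded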
# aSyn 5UTR inh: MLPCN primary screen, SNCA 5' untranslated region | alpha-synuclein 5'UTR reporter, inhibitor activity | inhibition, % (tested at 7.5 µM) | AID 1813, 2009 | 300,000 tested, 0.82% active; in the data active means inhibition above about 60%;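 further: H4 neuroglioblastoma cells stably carrying SNCA 5'UTR luciferase fusion; 0% = DMSO wells and 100% = positive control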
# Platelet DG rel: inhibitors of platelet dense granule secretion, primary screen, cell-based, MLPCN, human platelets. 300,000 tested, 0.22% active. inhibition, %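 (compounds screened at 7.5 µM in platelet-rich plasma)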. human platelet-rich plasma, SFLLRN dense granule ATP release, luminescence;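 active means mean replicate score, as percent of positive control, at or above 50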
# IEC-6 cytotox: cytotoxicity in IEC-6 intestinal epithelial cells, primary screen, cytotoxicity control for KLF5 inhibitor project, cell-based, luminescence; IEC-6 cytotoxicity, luminescence viability; inhibition, % at 5 µM; 290,000 tested, 0.78% active; in the data active means inhibition above about 22%;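 further: 0% = plate median of test compound wells and 100% = cytotoxic reference compound wells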
# KLF5 inh: KLF5 expression inhibitors, primary screen, DLD-1 cells, luminescence; DLD-1 KLF5 promoter-luciferase reporter; inhibition, % at 5 µM; 290,000 tested, 0.23% active;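 active means inhibition above a per-plate limit of that plate's mean compound inhibition plus 3 SD, cut at about 60% in these data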;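 further: 0% = DMSO wells and 100% = LY294002 at 200 µM; higher means less KLF5 promoter-driven luciferase light; inactives centre near -14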
# HSF1 activator: HSF-1 activators, primary screen, NIH3T3-HGL cells, MG132 stress, luminescence, single point. AID 504408, 2011. 300,000 tested, 1.7% active. NIH3T3-HGL HSF-1 luciferase reporter, 8 h; 100% = twice DMSO control signal. activation, % at 9 µM;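 active means mean replicate activation of at least 50% with a set share of replicates each reaching 50%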;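 further: 0% = median of the neutral control wells and 100% = twice that signal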
# The depositor's hits bear a star; . = not tested or not shown. Some of the compounds tested (hit frequency here may not be typical).
SMILES,DYRK1A inh,GSK3A inh,HSF1 inhib,GSK3beta inhib,HSP90 refold inh,aSyn 5UTR inh,Platelet DG rel,IEC-6 cytotox,KLF5 inh,HSF1 activator
N#C/C(=C\c1ccc(OCc2ccc(Br)cc2)cc1)C(=O)Nc1cccc(C(=O)O)c1,-8,-1,34,-1,0,-76,0,-1,-112,72*
C=CCN(CC=C)CCOc1cccc(Oc2ccccc2)c1,0,0,7,3,2,17,4,2,-3,9
COc1ccc(C(=O)Nc2cccc(-c3nnc(-c4ccco4)o3)c2)cc1,-5,-1,10,-2,2,-93,2,-1,-69,-2
O=C(Cn1cc[n+](CC(=O)c2ccc(Cl)cc2Cl)c1)c1ccc(Cl)cc1Cl,.,5,4,2,3,44,18,-1,-33,2
CC(=O)CC(C)(C)n1nnc(-c2ccccc2)n1,-4,-2,-2,-1,2,0,-3,9,-2,5
O=C(c1ccccc1)C1CCN(c2ncccc2[N+](=O)[O-])CC1,14,-3,7,-1,2,-18,12,4,14,-6
CCOc1cc(C)ccc1OCc1nnc(SCC(=O)c2cccc([N+](=O)[O-])c2)n1CC,-1,2,1,2,0,37,-4,-7,-18,-4
COc1ccccc1NC(=S)Nc1cccc(F)c1,5,-1,3,2,-2,-8,0,2,9,14
COc1ccccc1-c1nnc(SC)n1C,-3,2,-2,0,2,-12,-5,3,-16,-8
CC1CCCCC1NC(=O)C1CCC(CNc2c(N3CCCCC3)c(=O)c2=O)CC1 (stereo not drawn),-2,-1,-5,0,3,22,-3,-6,-6,-9
CCOc1ccc(CC(=O)N2CCC3(CC2)NCCc2[nH]cnc23)cc1,0,-2,-62*,-1,1,-22,-4,2,-27,-71
Cc1ccc(S(=O)(=O)CCC(=O)Nc2ccc3nc(C)sc3c2)cc1,5,9,-9,-1,2,-17,1,-1,-6,8
Cc1ccc(C)c(N2CCN(Cc3nnnn3C3CCCCC3)CC2)c1,-8,-3,-5,1,-2,-14,0,-4,14,14
COc1ccc(/C=C2\Oc3cc(OCC(=O)N4CCC(C(=O)O)CC4)ccc3C2=O)c(OC)c1,2,2,6,-3,-2,7,-4,2,-12,1
c1ccc(COn2nnc3ccccc32)c(COn2nnc3ccccc32)c1,3,1,3,-6,0,3,3,1,-18,20
CCn1c(=O)c(C(=O)NCCc2ccc(Cl)cc2)c(O)c2ccccc21,.,-3,10,-1,4,0,-2,-2,-37,29
CC(C)CN(C(=O)c1cccc([N+](=O)[O-])c1)c1c(N)n(CC(C)C)c(=O)[nH]c1=O,-2,1,-6,2,0,12,-2,-2,-12,6
Cc1ccc(-c2cc(C(=O)NC3CCCC3)no2)cc1,-5,-3,34,-4,4,-141,0,-5,-92,35
CCN(CC)S(=O)(=O)c1ccc(C(=O)Nc2cc(C)cc(C)c2)cc1,-4,0,0,-2,1,41,-4,8,-23,13
Nc1c(C(=O)c2ccc(Cl)cc2)oc2ccccc12,-1,0,5,-2,1,-111,1,7,-24,13

# Three compounds out of the list above, sorted by the number in HSF1 activator, low to high.
SMILES	DYRK1A inh	GSK3A inh	HSF1 inhib	GSK3beta inhib	HSP90 refold inh	aSyn 5UTR inh	Platelet DG rel	KLF5 inh	HSF1 activator
COc1ccccc1-c1nnc(SC)n1C	-3	2	-2	0	2	-12	-5	-16	-8
COc1ccc(C(=O)Nc2cccc(-c3nnc(-c4ccco4)o3)c2)cc1	-5	-1	10	-2	2	-93	2	-69	-2
N#C/C(=C\c1ccc(OCc2ccc(Br)cc2)cc1)C(=O)Nc1cccc(C(=O)O)c1	-8	-1	34	-1	0	-76	0	-112	72*

# Next part
SMILES,DYRK1A inh,GSK3A inh,HSF1 inhib,GSK3beta inhib,HSP90 refold inh,aSyn 5UTR inh,Platelet DG rel,IEC-6 cytotox,KLF5 inh,HSF1 activator
Cc1ccc(N(CC(=O)NC(C)c2ccccc2)S(=O)(=O)c2c(C)n[nH]c2C)cc1 (stereo not drawn),-2,0,-6,2,2,4,-5,3,4,-22
COc1ccc(C2CC(C(F)(F)F)n3nc(C(=O)NCCCn4ccnc4)cc3N2)cc1OC (stereo not drawn),5,1,0,1,1,15,3,11,1,-10
CN(CCN1CCOCC1)Cc1nc(-c2ccc(Cl)cc2)no1,-5,-2,-4,11,-3,-11,3,-7,-6,2
Cn1nc2c3ccccc3n(Cc3ccccc3)c2nc1=S,5,-2,2,2,4,-56,10,5,6,1
Cc1nc(CC(=O)c2c(C)cc(O)cc2O)cs1,18,-2,9,0,1,-9,-2,-4,-15,23
COCCCNS(=O)(=O)c1ccc2c(c1)OCCO2,0,-2,-1,0,3,-15,-1,2,-1,0
Cc1ccc(NC(=O)C(=O)NCC2CCCN2S(=O)(=O)c2cccs2)c(C)c1 (stereo not drawn),2,0,1,-9,.,2,-8,.,.,11
COC(=O)c1ccc(Cn2cc(Cl)cn2)cc1,-9,1,1,0,-1,-3,5,4,6,9
O=C(O)c1ccc2c(c1)C(=O)N(CCCCCCCN1C(=O)c3ccc(C(=O)O)cc3C1=O)C2=O,.,28,-2,1,-2,3,2,-6,-20,10
O=C1COc2ccc3ccccc3c21,0,3,-9,1,25*,-1,2,1,-52,-12
Cc1ccccc1C1CC(c2ccc(F)cc2)Nc2nc(N)nn21 (stereo not drawn),21,0,0,0,0,-19,0,0,-3,5
O=C(O)Cn1cc(C(=S)N2CCCCC2)c2ccccc21,-5,-2,5,3,0,7,4,5,1,-8
C#CCOCCOCCOCCNc1nc(N2CCN(C(=O)C([C@@H](C)CC)n3cc(C(N)Cc4ccc(O)cc4)nn3)CC2)nc(N2CCN(C(=O)[C@H](CCC(=O)O)n3cc(C(N)Cc4ccc(O)cc4)nn3)CC2)n1 (stereo partly drawn),4,-2,-1,-1,7,19,0,7,9,5
Cc1ccc(S(=O)(=O)Nc2ccc(-c3nnc(SCC#N)n3C)cc2)cc1,-4,-1,0,1,1,19,1,-1,-39,-8
O=C(CCN1CCN(c2ccc(Cl)cc2)CC1)Nc1nccs1,1,-3,-1,0,3,-6,-3,-4,-29,-5
Cc1cc(=O)oc2cc(NC(=O)CC3(CC(=O)O)CCCC3)ccc12,4,1,2,2,6,-7,-31,4,8,6
C#CCSc1nnc(-c2ccc([N+](=O)[O-])cc2)o1,-55,-1,3,-3,-4,-151,0,-1,-36,22
CCCCc1nc2sc3c(c2c(=O)[nH]1)CCC3,6,-6,3,1,2,-43,-6,19,-8,6
Cc1ccccc1-n1c(Cn2c(=O)sc3ccccc32)nnc1SC(C)C,-1,-1,1,0,-3,-12,-2,3,1,-17
O=C(NCc1cccs1)C1CC(c2ccc(Cl)cc2)=NO1 (stereo not drawn),0,-1,11,3,-5,-24,-6,4,-41,23
COc1cc(C(=O)OCC(=O)N2CCOCC2)c([N+](=O)[O-])cc1OC,3,-3,-10,2,-8,4,3,-6,-8,0
CC(C)(C)c1cc(-c2n[nH]c(=S)n2-c2ccc(Cl)cc2)n[nH]1,3,4,-2,-1,6,6,-4,3,-6,-5
CCCCN(C(=O)COC(=O)CSc1cc(C)c2ccccc2n1)c1c(N)n(CCC)c(=O)[nH]c1=O,-3,-1,6,1,-1,4,-3,-4,-17,12
NC(=S)Nc1ccc(C(F)(F)F)cc1Cl,.,-19,4,0,-1,-8,-10,1,-13,-6
O=C(CSc1ccc(-c2nc3ccccc3[nH]2)cn1)N1CCN(C(=O)c2ccco2)CC1,4,-3,1,3,1,-14,2,-3,-19,3
O=C(Nc1ccc(Nc2ccccc2)cc1)c1cc([N+](=O)[O-])ccc1Cl,11,-1,107,3,4,-14,-2,2,-26,134*
Cc1ccc(NC(=O)COC(=O)/C=C/c2ccc(Br)o2)cc1S(=O)(=O)N(C)C,-7,-2,56,0,-1,-18,24,-6,11,81*
COc1ccc(OC)c(C(=O)N/N=C/c2ccccn2)c1,4,0,2,-1,8,4,-2,5,-24,3
Cn1c(=O)c(-c2ccccc2N)nc2ccccc21,17,-4,2,-1,1,-52,11,12,-15,17
COc1ccccc1NS(=O)(=O)c1cccc(C(=O)OCc2nc3ccccc3s2)c1,-3,1,3,-2,3,-25,8,0,-16,1
Cc1cc(C)n2nc(C(=O)NCc3ccco3)nc2n1,6,2,-3,3,-3,2,9,2,-12,-2
CCC(=O)Nc1ccc(C(=O)c2ccccc2)cc1,4,-1,3,1,-1,-22,0,-1,-26,6
Cc1ccc(C(=O)C(C)N2C(=O)NC(C)(c3ccccc3)C2=O)cc1 (stereo not drawn),4,-1,3,3,-2,3,-1,2,-28,7
CSc1cccc(NC(=O)CN(c2cc(C)ccc2C)S(C)(=O)=O)c1,-2,-1,5,2,1,4,3,-3,-11,3
CCOC(=O)c1c(C)[nH]c(C(=O)OCC(=O)Nc2ccc(OCC)cc2)c1C,5,-2,-7,-2,3,14,2,2,2,0
Cc1cccc(N2CCN(C(=O)c3nn(C)c4c3CS(=O)(=O)c3ccccc3-4)CC2)c1C,-2,-2,-2,-2,5,-13,-1,7,-48,-7
CCCc1ccc(OCc2ccc(C(=O)O)o2)c(OC)c1,-6,-2,4,7,81*,-94,12,8,-131,21
COc1ccc(OC)c2[nH]c(=O)c(CCNC(=O)c3cccs3)cc12,3,0,-7,-5,-3,6,-2,-4,-42,-3
CC(C)(C)NCC1(CO)SC(N)=NC1=O (stereo not drawn),-7,0,-8,1,3,-1,1,0,-43,-5
O/N=C(\Cc1cscn1)c1ccc(O)cc1O,5,10,-3,-1,1,-7,-7,-1,-13,6
CN(C(=O)c1cccnc1)c1nnc(-c2cccnc2)s1,0,0,-7,2,1,4,-1,-6,8,4
Cc1ccc(-c2nc3ccccc3[nH]c2=O)cc1,-4,-1,9,-4,0,-52,11,13,6,-9
CCC(CC)C1C(C#N)=C(N)Oc2n[nH]c(C)c21 (stereo not drawn),0,.,3,0,4,12,3,-2,-4,-1
O=C(NCc1ccco1)C1(c2ccccc2)CCCC1,-3,-2,5,0,-3,20,6,-1,-28,17
COc1ccccc1CC(=O)NC1CCCc2ccccc21 (stereo not drawn),0,-2,-8,-1,0,16,1,7,-15,2
COc1ccc(C2C=C(c3ccc(Br)cc3)Nc3nc(N4C(=O)CCC4=O)nn32)cc1 (stereo not drawn),5,-3,-6,0,-4,2,7,-1,-8,0
O=c1c2ccccc2nc2oc3ccccc3n12,-2,1,17,-5,3,-148,-3,5,-164,24
Cc1ccc(OP(=O)(Nc2c(C)n(C)n(-c3ccccc3)c2=O)Oc2ccc(C)cc2)cc1,-6,.,0,3,-3,-10,-2,-8,-10,17
